A-T KAP1 phos: qHTS Assay for Identifying a Potential Treatment of Ataxia-Telangiectasia; […] A-T fibroblasts, KAP-1 phosphorylation AlphaLISA; neocarzinostatin DNA damage 30 min before lysis; Potency, µM (series often up to 57.5 µM), for inactives: at the highest dose activation, actives largely listed as activators; 320,000 compounds, 0.19% hits; further: potency means the concentration at half of the fitted maximal effect; % of control where 0% means no effect; nearly all actives have a fitted effect of over 45% in size
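hTERT-immortalized A-T patient fibroblasts ([…]), 500 cells/well in OPTI-MEM, 1% FBS, got compounds for 60 min, then NCS for 30 min at 37C. Lysates were then assayed for phospho-KAP-1 by AlphaLISA (anti-pKAP1 donor, anti-KAP1 acceptor beads), 6 hr at 25C.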
B2AR arrestin: qHTS assay of beta-arrestin-biased ligands of beta2-adrenergic receptor; Beta-2 adrenergic receptor (Homo sapiens), P07550; beta-arrestin recruitment to beta2AR, cell-based reporter; Potency, µM (series often up to 46.1 µM), for inactives: top-dose activation, most hits filed as activators; 330,000 compounds, 0.02% hits;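 further: potency means the concentration at half of the fitted maximal effect; 0% = DMSO controls and full agonism = EC100 isoproterenol or metaproterenol; nearly all actives have a fitted effect of over 65% in size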
PTAP TSG101 blk: qHTS Assay for Iinhibitors of HIV-1 Budding by Blocking the Interaction of PTAP/TSG101; Tumor susceptibility gene 101 protein (Homo sapiens), Q99816; Fluorescence polarization, FITC-PTAP peptide / Tsg101 binding; Potency, µM (series often up to 115 µM), without a hit: top-dose activity change, negative = inhibition, hits mostly inhibitors; 340,000 tested, under 10 active; AID 493005, 2010; active means well fitted inhibition curve with a large enough effect in the main read-out, with a control signal flat, not every such curve was filed as active; inconclusive means small, poorly fitted or top-dose-only effect, or effect the other way, or a change in a side signal; inactive means no such curve, though single readings can be large or run the other way; further: potency means the concentration at half of the fitted maximal effect; % of control where 0% means no effect
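Compounds were pin-transferred onto Tsg101 binding domain (10 uM final) in HEPES pH 7.5 buffer, then FITC-PTAP peptide was added at 50 nM final. After 20 min at RT, polarization reported peptide displacement across a qHTS concentration series.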
Integrin act MD: qHTS for Activators of Integrin-Mediated Alleviation for Muscular Dystrophy; alpha7betagal myoblasts, beta-gal FDG fluorescence, 48 h; Potency, µM (series often up to 38.3 µM), inactives show at the top dose activation, most hits filed as activators; 350,000 compounds, 0.064% hits;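 further: potency means the concentration at half of the fitted maximal effect; 100% = response of the positive control SU9516; nearly all actives have a fitted effect of over 60% in size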
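alpha7betagal+/- myoblasts (passage 13, 250/well) treated 48 h at 37C with compounds at 1:260 dilution of DMSO stock. Lysed, then beta-galactosidase activity read as FDG fluorescence (ex 480/em 540) after 30 min, with pre-read for autofluorescence.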
TRPV1 ag: HTS Assay for Compounds that Act as Agonists of the Vanilloid Receptor 1 | Transient receptor potential cation channel subfamily V member 1 (Homo sapiens), Q8NER1 | TRPV1-expressing cells, Fluo-8 calcium influx, agonist mode | activation, % at 8.33 µM | 320,000 compounds, 0.19% hits | AID 540275, 2011; in the data active means activation above about 80%; inconclusive means between about 30% and that limit; further: 0% is about no effect
Target sequence (Q8NER1 whole entry, looked up): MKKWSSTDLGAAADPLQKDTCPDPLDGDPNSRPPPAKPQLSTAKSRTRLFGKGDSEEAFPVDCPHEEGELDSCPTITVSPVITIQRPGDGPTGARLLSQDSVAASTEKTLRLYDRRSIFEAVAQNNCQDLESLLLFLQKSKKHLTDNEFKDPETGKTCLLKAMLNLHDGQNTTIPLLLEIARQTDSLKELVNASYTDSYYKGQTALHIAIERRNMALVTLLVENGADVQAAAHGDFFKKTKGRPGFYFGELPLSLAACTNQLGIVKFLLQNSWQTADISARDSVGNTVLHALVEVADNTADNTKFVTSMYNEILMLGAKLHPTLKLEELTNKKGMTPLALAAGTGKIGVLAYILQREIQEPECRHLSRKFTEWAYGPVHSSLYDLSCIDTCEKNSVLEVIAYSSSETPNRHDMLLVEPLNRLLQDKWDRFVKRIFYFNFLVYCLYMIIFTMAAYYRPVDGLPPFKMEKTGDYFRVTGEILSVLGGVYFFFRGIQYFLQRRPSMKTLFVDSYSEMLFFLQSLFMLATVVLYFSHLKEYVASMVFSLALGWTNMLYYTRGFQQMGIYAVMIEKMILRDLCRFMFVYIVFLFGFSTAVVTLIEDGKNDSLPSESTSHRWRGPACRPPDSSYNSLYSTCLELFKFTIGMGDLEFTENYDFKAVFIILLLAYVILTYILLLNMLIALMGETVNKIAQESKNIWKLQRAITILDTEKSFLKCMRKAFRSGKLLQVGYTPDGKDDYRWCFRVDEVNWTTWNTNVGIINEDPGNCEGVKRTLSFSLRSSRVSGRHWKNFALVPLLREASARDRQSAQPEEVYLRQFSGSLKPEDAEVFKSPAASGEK
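Cells expressing TRPV1 were dye-loaded with Fluo-8 and read kinetically: 10 s baseline, 3 min after compound (agonist portion), then 2 min after EC20 capsaicin (allosteric enhancer portion). Calcium-bound dye fluorescence at 480/520 nm.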
MLL CXXC-DNA inh: qHTS Fluorescence Polarization Assay for Inhibitors of MLL CXXC domain - DNA interaction; MLL-CXXC / FITC-HOXA9 DNA fluorescence polarization; Histone-lysine N-methyltransferase 2A (Homo sapiens), Q03164; Potency, µM (series often up to 115 µM), for the others: top-dose activity change, negative = inhibition, most hits filed as inhibitors; 290,000 compounds, 0.037% hits; active means well fitted inhibition curve with a large enough effect in the polarisation, with a control signal flat, not every such curve was filed as active; inconclusive means small, poorly fitted or top-dose-only effect, or effect the other way, or a change in a side signal; inactive means no such curve, though single readings can be large or run the other way; the % refers to the polarisation; further: potency means the concentration at half of the fitted maximal effect
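Purified MLL-CXXC (added from a 7 uM solution) was preincubated 5 min at ambient with pinned compounds in 50 mM Tris-HCl pH 7.5, 50 mM NaCl, 1 mM DTT, 0.05% BSA. Fluorescein-labeled HOX-A9 DNA (50 nM solution) followed, 30 min, then polarization read.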
BRCA1 expr act: qHTS Assay to Identify Small Molecule Activators of BRCA1 Expression. MCF7-BRCA1-FFLuc reporter, luminescence, 48 h; response scale: scaled: vehicle 0%, 10 µM genistein 100%. Potency, µM (highest dose often 46.1 µM), for inactives: at the highest dose activation, actives largely listed as activators. 380,000 compounds, 1.1% hits. AID 624202, 2012; further: potency means the concentration at half of the fitted maximal effect; nearly all actives have a fitted effect of over 80% in size; some results filed as inactive show a strong effect at the top dose
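Luminescence from a BRCA1-driven firefly luciferase in MCF7 cells was the read-out, taken 15 min after substrate addition following 48 h compound exposure at 37 °C. Data were normalized to a 10 microM genistein control and DMSO vehicle.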
p53 reactivation: qHTS assay for re-activators of p53 using a Luc reporter | 320,000 compounds, 0.063% hits | Potency, µM (top dose mostly 92.2 µM), inactives show top-dose activity change, positive = activation, most hits filed as activators | AID 504706, 2011 | H1299 p53-A138V BP100-luciferase reporter, luminescence, 24 h; further: potency means the concentration at half of the fitted maximal effect; % of control where 0% means no effect; nearly all actives have a fitted effect of over 45% in size
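H1299 (p53-null), stable ts p53-A138V + BP100-Luc; 1000 cells/well, Opti-MEM/10% FBS; cpd 4 pt, 1:5; 24 h, 37 deg C, 5% CO2; detection reagent 10 min RT; luminescence.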
TCR act: Activators of T cell receptors: qHTS campaign. 330,000 tested, under 10 active. Potency, µM (titrated, usually from 9.22 µM), inactives show at the highest dose activation of IL-2 secretion, hits mostly activators. primary human leukocytes, anti-CD3, IL-2 HTRF, 48 h; further: % of control where 0% means no effect
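Primary human leukocytes were stimulated with a-CD3 beads plus compounds for 48 hr without co-stimulation; secreted IL-2 was quantified by HTRF using a-IL-2-K (europium cryptate) and a-IL-2-d2, excited at 320nm with acceptor emission read at 665nm.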
ELG1 DNA repair: qHTS screen for small molecules that inhibit ELG1-dependent DNA repair in human embryonic kidney (HEK293T) cells expressing luciferase-tagged ELG1 | Potency, µM (series often up to 46.1 µM), for inactives: at the highest dose activity change, negative = inhibition, usual class: inhibitors | AID 504467, 2011 | 330,000 compounds, 2.3% hits | HEK293T ELG1-luciferase reporter, luminescence, 16 h; DNA damage induced by 5-fluorouridine; further: potency means the concentration at half of the fitted maximal effect; on the % scale 0 is the no-effect control and ±100 the full control effect; nearly all actives have a fitted effect of over 55% in size
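Luminescence from the luciferase reporter, measured 30 min after ONE-Glo reagent at room temperature, was the read-out. Beforehand, 2,000 cells per well were exposed for 16 hr at 37 °C to 5-fluorouridine together with compound or vehicle.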
* hit, by the source's call; ? = inconclusive; . = no result given; [ ] = remark or other dose. Unless noted, the call rests on the fitted dose curve; in most records, active means well fitted curve in the direction sought with a large enough effect; inconclusive means small, poorly fitted or top-dose-only effect, or another doubt; inactive means no such curve, though single readings can be large; an effect the other way counts as inactive or inconclusive.

Second line of a record: A-T KAP1 phos	B2AR arrestin	PTAP TSG101 blk	Integrin act MD	TRPV1 ag	MLL CXXC-DNA inh	BRCA1 expr act	p53 reactivation	TCR act	ELG1 DNA repair
1	COc1ccc(CCNC(=O)c2ccc(Cl)c(S(=O)(=O)N3CCCCCC3)c2)cc1
 : 11%	0.1%	-2%	-20%	10	.	-29%	-2%	-2%	?
2	COc1cc(C2c3cc4c(cc3OC(N3CCCCC3)C2C)OCO4)cc(OC)c1O (stereo not given)
 : .	.	1%	3%	.	.	-74%	.	-12%	.
3	Cn1c(=O)c2c(nc(CN3CCc4ccccc4C3)n2Cc2ccccc2)n(C)c1=O
 : 8%	-1.0%	-7%	-33%	2	1%	-48%	-8%	3%[46.1 µM]	16µM*
4	Cc1cccc(NC(=O)CCSc2ccccc2)c1C
 : 3%	-0.2%	-6%	22%	13	31%	-8%	15%	-49%	?
5	Cn1c(SCC(=O)Nc2ccc(Cl)cc2)nc(O)cc1=O
 : 5%	-0.7%	-4%	-16%	0	-10%	-1%	-1%	-4%	0%
6	O=C(CSc1nc2sc3c(c2c(=O)[nH]1)CCCC3)NCCO
 : 5%	-0.7%	-6%	-11%	0	-5%	-6%	5%	-2%[46.1 µM]	4%
7	CC(=O)N1CCN(S(=O)(=O)c2ccc(F)c(Cl)c2)CC1
 : 11%	0.2%	-5%	-8%	2	6%	2%	1%	.	2%
8	O=C(NCc1ccco1)/C(=C/c1ccc(Cl)cc1)NC(=O)c1ccco1
 : -5%	-0.1%	-4%	-2%	1	4%	-11%	2%	7%	4%
9	Cc1cccnc1NC(=O)c1cccc(S(=O)(=O)N2CCN(c3ccccc3)CC2)c1
 : 11%	-0.2%	-11%	-10%	-4	.	-22%	2%	-3%	-15%
10	C[C@H](CO)N1C[C@H](C)[C@@H](CN(C)S(=O)(=O)c2ccc(F)cc2)Oc2c(NS(=O)(=O)c3ccc(F)cc3)cccc2C1=O
 : 12%	-0.9%	-1%	-1%	.	.	2%	1%	1%	-12%
11	Cc1oc(-c2cccc(Cl)c2)nc1CS(=O)(=O)CC(=O)NC1CCCC1
 : 2%	-0.7%	-1%	11%	?	8%	0%	-6%	1%	-9%
12	CN(CC(=O)Nc1ccc(F)c(F)c1F)C(=O)CC1CCCCC1
 : 5%	0.3%	-1%	30%	14	.	-29%	-5%	1%	0%
13	CCCCN1C(=S)SC(C)(C)C1/[N+]([O-])=C/c1cccnc1 (stereo not given)
 : 2%	-0.5%	-13%	10%	-3	-2%	-1%	-1%	9%	-5%
14	COc1ccc(-n2ncc(Cl)c(Cl)c2=O)cc1
 : -9%	-0.1%	-12%	-68%[inhibitor]	0	?	-95%[inhibitor]	-13%	9%	?
15	Cc1ccc(N/C=C2\C(=O)C3(C)CCC2C3(C)C)cc1C (stereo not given)
 : -1%	-0.2%	0%	7%	24	1%	-5%	3%	0%	3%
16	Cc1ccccc1C(=O)/C(C#N)=N/Nc1c(C)n(C)n(-c2ccccc2)c1=O
 : 0%	-0.6%	-1%	-8%	-4	6%	-86%	?	-1%[46.1 µM]	-6%
17	COc1ccc(-c2ccc3c(c2)S(=O)(=O)c2cccc(C(=O)NC4CC4)c2C3=O)cc1OC
 : -3%	0.0%	20%	-2%	-1	.	-1%	2%	-5%	24%
18	COC(=O)c1sc(S(=O)(=O)NCc2ccccc2)c(C(=O)OC)c1C
 : .	.	1%	16%	7	0%	-11%	.	-3%	.
19	O=C1OC(/C(=C\Nc2ccc(F)cc2F)[N+](=O)[O-])c2ccccc21 (stereo not given)
 : 19%	0.2%	-4%	17%	2	?	2%	-11%	-5%	4%
20	Cc1ccc2nc(Nc3nc(C)cc(-c4ccccc4)n3)[nH]c(=O)c2c1
 : -7%	-1.0%	-2%	-23%	11	17%	-5%	8%	3%	?
21	O=C(NC(c1ccc(Cl)cc1)c1c(O)ccc2ccccc12)c1ccccc1 (stereo not given)
 : 4%	-0.2%	-2%	-44%	-1	?	-97%	-8%	-2%[46.1 µM]	0%
22	CCn1cc(C(=O)NCCc2ccccc2C)c(=O)c2ccc(C)nc21
 : 4%	-0.1%	-9%	-18%	2	3%	6%	.	-2%	1%
23	Nc1nnc(SCC(=O)NNC(=O)c2ccc(F)cc2)s1
 : 3%	0.2%	3%	-9%	-2	.	1%	-3%	.	8%
24	CCn1cc(C(=O)N[C@H](C)c2ccccc2)c(=O)c2cc(F)c(N3CCN(C)CC3)cc21
 : 7%	0.2%	-1%	-33%	-2	-4%	-30%	2%	2%	?
25	O=C(Nc1ccc(Cl)cc1)N(Cc1cccnc1)Cc1ccco1
 : 6%	0.1%	-3%	37%	3	-4%	4%	-2%	.	1%
26	C=CCNC(=O)CN(c1ccc(F)c(Cl)c1)S(C)(=O)=O
 : 2%	0.1%	1%	26%	-2	9%	3%	-7%	9%	2%
27	COCC(=O)N(Cc1cc2ccc(C)c(C)c2n2nnnc12)C1CCCC1
 : 1%	-0.2%	-6%	9%	7	0%	4%	-2%	-2%	-11%
28	O=C(NCc1nnc2c(C(F)(F)F)cc(Cl)cn12)c1ccc(Br)o1
 : 3%	-0.1%	-3%	0%	0	15%	0%	-2%	-3%	?
29	Cc1ccc(C)c(NS(=O)(=O)c2ccc3[nH]c(=O)[nH]c3c2)c1
 : 7%	-0.7%	1%	-6%	-5	?	-18%	9%	7%	-14%
30	CC(=O)Nc1cc(C(=O)OCC(=O)c2ccccc2)ccc1C
 : -7%	-2.0%	-1%	9%	6	0%	66%	?	2%[46.1 µM]	?
31	O=C(NC(=S)Nc1ccc(S(=O)(=O)N2CCOCC2)cc1)c1ccccc1[N+](=O)[O-]
 : 16%	0.4%	-3%	0%	-2	-6%	19%	6%	9%	5%
32	CC1CCCCC1NC(=O)CSc1nnc(COc2ccc(Cl)cc2)o1 (stereo not given)
 : -4%	-0.6%	-6%	?	0	-3%	1%	-4%	0%	-11%
33	CCOc1ccc(NS(=O)(=O)c2ccc(NS(=O)(=O)c3cccs3)cc2)cc1
 : 3%	-0.9%	-1%	25%	-4	24%	-9%	4%	-1%	1%
34	CC(=O)Nc1ccc(S(=O)(=O)Nc2nc(CN3CCOCC3)nc3sc4c(c23)CCCC4)cc1
 : 0%	-0.1%	2%	-21%	0	-4%	-15%	2%	3%	-23%
35	CCCOc1ncnc2c1[nH]c1ccccc12
 : 0%	-0.2%	-4%	-41%	?	-1%	-40%	?	3%	?
36	O=C(NCCNc1ccc(Cl)cc1[N+](=O)[O-])c1ccccc1F
 : 14%	0.1%	-4%	25%	?	-8%	?	-23%	0%	?
37	O=C(NC(=S)NNC(=O)c1ccccc1[N+](=O)[O-])c1ccc(Br)cc1
 : 10%	-1.0%	-1%	9%	14	-9%	4%	.	-2%	13%
38	CCN(CC)CCNC(=O)c1ccc(Cl)c(S(=O)(=O)Nc2ccccc2OC)c1
 : 2%	-0.5%	-6%	-17%	4	-8%	-11%	-5%	3%	17%
39	CCN(CC)c1ccc(/C=N/NS(=O)(=O)c2ccc(CNC(C)=O)cc2)cc1
 : -2%	-0.5%	0%	8%	-2	8%	-6%	0%	1%[46.1 µM]	11%
40	C(#Cc1c(-c2ccsc2)sc2ccccc12)c1ccsc1
 : 9%	0.0%	1%	10%	.	.	0%	3%	6%	?
41	CCc1nnc(NC(=O)c2nc(Cl)ccc2Cl)s1
 : 7%	-0.2%	-8%	4%	-1	30%[activator]	-34%	-8%	-1%	16%
42	Cc1ccccc1Cn1c2ccccc2c2cnn(CC(=O)NCCCN3CCN(C)CC3)c(=O)c21
 : 16%	0.1%	-2%	-55%[inhibitor]	-1	?	3%	28%	8%	?
43	CCOC(=O)C1=C(C)Nc2ccccc2N=C1NC(=O)/C=C/c1ccc(OC)cc1OC
 : 6%	0.0%	-1%	8%	1	?	11%	-3%	5%	?

Source: PubChem
